bIAP act: bovine intestinal alkaline phosphatase activators, primary screen, biochemical, bovine IAP, CDP-star luminescence; AID 1016, 2008; hit rate 0.17% among 200,000; alkaline phosphatase, intestinal [Bos taurus]; purified bovine IAP, 30 min; stronger effect = higher value; fold of DMSO-control signal, blank-subtracted; activation factor at 20 µM;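 active means activation factor of 2 or more at 20 µM, a signal rise over negative controls twice the positive control's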
Diaph act CS: compounds boosting diaphorase resazurin reduction – biochemical, uHTS, resorufin fluorescence, counter-screen for diaphorase-coupled primary assays, primary screen | hit rate 0.005% among 190,000 | activation factor at 20 µM | Diaphorase/resazurin coupled assay, 16 min; stronger effect = higher value; 1 = vehicle wells, 0 = NADH-free wells | AID 1229, 2008;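 active means diaphorase activity raised at least twofold by the compound at 20 µM; inactive means activation factor below 2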
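Assay system: bacterial diaphorase enzyme (C. kluyveri) / Input: enzyme 0.07 U/mL final / Medium: 50 mM HEPES pH 7.4 with 4.542 mM MgCl2, 0.005% Tween 20 / Doses: single compound dose of 20 µM, 1% DMSO final / Incubation: 16 min enzyme reaction, ambient temperature / Signal: fluorescence, excitation 544 nm and emission 590 nm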
L major viab: Leishmania major promastigote growth inhibition, primary screen. Leishmania major promastigotes, resazurin fluorescence viability. inhibition, % at 10 µM. hit rate 9% among 200,000. AID 1063, 2008; in the data active means inhibition above about 50%;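 further: promastigotes grown with compound for 44 hours at 28 °C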
TNAP act hi DEA: TNAP activators at high phosphate acceptor level, primary screen, biochemical, luminescence, uHTS. AID 1136, 2008. activation factor at 20 µM. 200,000 tested, under 10 active. purified TNAP, CDP-star luminescence, 1 M DEA, 30 min; stronger effect = higher value; 0 = EDTA background, 1 = DMSO-only activity;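 active means activation factor at least 2 at 20 µM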
Target sequence (P05186 whole entry, looked up): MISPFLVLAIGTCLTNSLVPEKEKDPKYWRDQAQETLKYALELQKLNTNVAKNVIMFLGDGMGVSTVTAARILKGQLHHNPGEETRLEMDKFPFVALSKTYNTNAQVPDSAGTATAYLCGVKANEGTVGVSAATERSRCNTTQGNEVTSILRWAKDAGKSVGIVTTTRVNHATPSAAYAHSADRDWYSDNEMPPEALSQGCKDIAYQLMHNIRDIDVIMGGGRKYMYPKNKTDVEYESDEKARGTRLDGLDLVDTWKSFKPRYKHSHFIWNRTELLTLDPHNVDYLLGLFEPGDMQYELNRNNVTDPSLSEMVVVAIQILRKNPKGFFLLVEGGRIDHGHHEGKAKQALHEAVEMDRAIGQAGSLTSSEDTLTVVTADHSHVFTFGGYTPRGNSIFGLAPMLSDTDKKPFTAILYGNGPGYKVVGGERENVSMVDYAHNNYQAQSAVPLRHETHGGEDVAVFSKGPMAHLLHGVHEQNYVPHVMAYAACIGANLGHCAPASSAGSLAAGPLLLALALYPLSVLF
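Measured by: Luminescent substrate turnover signal | Test system: Human TNAP | Input: TNAP 1/800 final | Dosing: 20 µM single point | Schedule: 30 min, room temperature | Controls: EDTA wells as negative control, DMSO wells as positive control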
TNAP inh noacc: human TNAP enzyme inhibitors, primary screen, biochemical, luminescent, no phosphate acceptor, uHTS | Alkaline phosphatase, tissue-nonspecific isozyme (Homo sapiens), P05186 | purified TNAP, CDP-star luminescence, 30 min | inhibition, % at 20 µM | hit rate 0.26% among 200,000 | AID 1012, 2008;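 active means tissue-nonspecific alkaline phosphatase inhibition above about 50% at 20 µM in the single-dose screen, limit read from the data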;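 further: 0% = DMSO negative control and 100% = EDTA positive control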
bIAP inh: bovine intestinal alkaline phosphatase inhibitors, primary screen, selectivity assay for TNAP inhibitor project, biochemical, bovine IAP, CDP-star luminescence; inhibition, % at 20 µM; AID 1019, 2008; purified bovine IAP, 30 min; 190,000 tested, under 10 active;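 active means over 50% inhibition of intestinal alkaline phosphatase at 20 µM in the single-dose screen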
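System: purified bovine intestinal alkaline phosphatase (IAP) enzyme; Input: IAP diluted 1/65,000,000 in the well; Measured by: CDP-star luminescence signal; Compound dosing: 20 µM single dose; Incubation: 30 min reaction at room temperature.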
TNAP inh hiacc: human TNAP enzyme inhibitors, primary screen, biochemical, luminescent, high phosphate acceptor level, uHTS; Alkaline phosphatase, tissue-nonspecific isozyme (Homo sapiens), P05186; purified TNAP, CDP-star luminescence, 1 M DEA; inhibition, % at 20 µM; hit rate 0.03% among 200,000; AID 1135, 2008;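 active means over 50% inhibition of tissue-nonspecific alkaline phosphatase at 20 µM in the single-dose screen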;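 further: plate controls were DMSO wells for no effect and EDTA-quenched wells as full inhibition for full effect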
Diaphorase inh: diaphorase inhibitors and chemical oxidizers, primary screen, counter-screen for diaphorase-coupled primary assays, biochemical, uHTS, resorufin fluorescence; diaphorase resazurin-to-resorufin fluorescence, NADH, 16 min; bacterial (C. kluyveri) enzyme, not human; inhibition, % at 20 µM; hit rate 0.69% among 190,000;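 active means primary screen inhibition at 20 µM above a set limit, cut at about 50% in these data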;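 further: plate controls were DMSO with full reaction for no effect and wells lacking NADH for full effect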
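Test system: Clostridium kluyveri diaphorase enzyme / Quantity: diaphorase at 0.14 U/mL in enzyme working solution / Incubation: 16-min room-temperature incubation before reading / Benchmarks: NADH-free wells as positive control, DMSO-only neutral wells / Signal: resorufin fluorescence 544/590 nm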
PMI act satM6P: human PMI activators, high substrate, primary screen, biochemical, fluorescence intensity, near-saturating mannose 6-phosphate. coupled PMI enzyme assay, resazurin fluorescence, 20 min; stronger effect = higher value; 1 = untreated enzyme, 0 = substrate-free blank. activation factor at 20 µM. hit rate 0.34% among 190,000;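 active means activation factor of 2 or more at 20 µM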
Target sequence (P34949 whole entry, looked up): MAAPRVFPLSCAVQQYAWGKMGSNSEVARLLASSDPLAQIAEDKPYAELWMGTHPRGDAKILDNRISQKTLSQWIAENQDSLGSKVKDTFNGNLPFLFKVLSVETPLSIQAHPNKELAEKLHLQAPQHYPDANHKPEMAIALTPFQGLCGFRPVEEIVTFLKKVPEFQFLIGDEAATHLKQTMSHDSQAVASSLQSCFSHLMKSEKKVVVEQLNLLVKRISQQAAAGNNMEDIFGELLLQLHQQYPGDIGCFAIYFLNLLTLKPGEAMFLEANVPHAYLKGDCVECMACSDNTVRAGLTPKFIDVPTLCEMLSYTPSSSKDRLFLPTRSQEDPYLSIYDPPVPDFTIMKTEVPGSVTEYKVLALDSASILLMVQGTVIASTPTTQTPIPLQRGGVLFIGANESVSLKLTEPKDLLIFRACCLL
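Test system: human phosphomannose isomerase with PGI, G6PDH, diaphorase coupling enzymes / Doses: 20 µM compound, 1% DMSO / Times: enzyme reaction with compound 20 min at room temperature / Measured by: Diaphorase-driven resazurin-to-resorufin fluorescence, excitation 544, emission 590 nm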
PMI activator: activators of human PMI, primary screen, biochemical, fluorescence intensity, near-Km mannose 6-phosphate. Mannose-6-phosphate isomerase (Homo sapiens), P34949. purified human PMI, coupled resazurin fluorescence, 20 min; stronger effect = higher value; 1 = vehicle control, 0 substrate-free wells. activation factor at 20 µM. hit rate 0.005% among 190,000;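 active means activation factor of 2 or more at 20 µM, relative to plate controls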
* = called active by the depositor.

Second line of a record – bIAP act, Diaph act CS, L major viab, TNAP act hi DEA, TNAP inh noacc, bIAP inh, TNAP inh hiacc, Diaphorase inh, PMI act satM6P, PMI activator
> Cc1ccc(NC(=O)Nc2cccc([N+](=O)[O-])c2)cc1F
  0.6, 0.9, 53*, 1, 9, 35, -4, 7, 1.1, 1
> O=C(Nc1ccc(Br)cc1F)C1CCCO1 (stereo unspecified)
  1, 0.9, -3, 1, -9, -1, -4, 8, 0.9, 1
> O=C(CNC(=O)c1ccco1)NCC(=O)OCc1cccc(Cl)c1
  0.9, 0.9, -7, 1.1, -5, 11, -6, 6, 1, 1.1
> CCCOc1ccc(C2C(C#N)=C(N)Oc3nc[nH]c(=O)c32)cc1OC (stereo unspecified)
  1, 0.9, -3, 1, -3, -2, 0, 8, 1, 1
> COc1ccc(-c2cc(C(=O)NNC3=NCCC3)c3c(C)nn(-c4ccccc4)c3n2)cc1
  1.1, 1, 15, 1, -25, -8, 1, 5, 1.2, 1.1
> O=C(O)c1ccccc1CSc1ncccc1C(=O)O
  0.9, 0.9, -11, 1, -16, 7, -2, 12, 1.1, 1.2
> O=[N+]([O-])c1cccc2c(Cl)ccnc12
  1, 1, 10, 1, -1, 5, -1, -5, 1, 1.1
> O=C(CN1CCCCC1)N/N=C/c1cc2ccccc2nc1Cl
  1, 1, 0, 1, -10, 0, -1, -3, 1.1, 1
> O=C(Nc1nccs1)c1ccccc1[N+](=O)[O-]
  1, 0.9, -5, 1, 10, 3, -2, 6, 1, 1.1
> O=C(NCc1ccccc1)NC1(C(=O)N2CCOCC2)CCCCC1
  1, 0.9, -1, 1.1, -15, 0, -5, 9, 1, 1
> CCN(CC)CCCOc1ccc(Cl)c(Cl)c1
  1, 0.8, 83*, 1, -4, 2, -2, 17, 1, 1
> O=C(CCNC(=O)c1ccccc1Cl)Nc1cccc(C(F)(F)F)c1
  1, 0.9, 65*, 1, 15, -3, 1, 12, 1, 1
> O=C(NCc1ccccn1)c1cccc(NS(=O)(=O)c2ccccc2F)c1
  1.1, 1, 2, 1.1, -11, -10, -7, -3, 1.1, 1.1
> Cc1onc(-c2ccccc2Cl)c1C(=O)N1CCN(c2cccc(Cl)c2)CC1
  0.9, 0.9, -1, 1.1, -12, 6, -6, 11, 1, 0.9
> CN1/C(=C\C=Nc2ccc3ccccc3c2)C(C)(C)c2ccccc21
  0.6, 0.8, 88*, 0.9, 6, 44, 6, 16, 0.7, 0.8
> COCCn1c(SCC(=O)N2CC(=O)Nc3ccccc32)nc2ccccc2c1=O
  1.1, 1, -6, 1, -2, -12, 1, 4, 1, 1.1
> Cc1ccc2c(c1)c(N=O)c(O)n2Cc1ccc(Cl)cc1
  1, 0.7, 0, 1, -4, 1, 2, 28, 0.8, 0.9
> Cc1csc(=Nc2ccccc2)n1C
  1.1, 1, -6, 1, -8, -5, 0, -4, 1, 1.1
> COc1ccc(-c2nc(C)sc2CC(=O)O)cc1OC
  1, 0.8, -7, 1.1, -13, 2, -5, 16, 1, 1.1
> COc1ccccc1OCCC(=O)O
  1, 1, -11, 1, 10, -2, 1, -2, 1.1, 1.1
> Cn1c(SCC(=O)Nc2ccc(N3CCOCC3)c(Cl)c2)nnc1C(O)c1ccccc1 (stereo unspecified)
  1, 0.8, -6, 1.1, -16, 3, -7, 19, 0.9, 0.9
> Cc1nnsc1Sc1ccccc1
  0.8, 1.1, -4, 1.1, -5, 16, -6, -13, 1.1, 1.1
> O=C(OC1CCCCC1=O)c1cccc(S(=O)(=O)NCc2ccccc2)c1 (stereo unspecified)
  0.9, 0.9, 14, 1.1, -5, 12, -8, 8, 1.1, 1.1
> CC(C)NC(=O)c1ccccc1NC(=O)CN(c1ccc2c(c1)OCO2)S(C)(=O)=O
  1, 0.8, -2, 1, -16, 0, -4, 21, 0.9, 0.9
> O=C(NCc1ccccn1)c1n[nH]c2ccccc12
  1.2, 0.8, 6, 1.1, 5, -22, -10, 16, 0.9, 1
> Cc1ccc(C2=CSC3=NS(=O)(=O)CCN23)cc1C
  1, 1, 0, 1, -4, -1, -2, 3, 1.1, 1.1
> O=C(CN1C(=O)CSC1=O)Nc1ccc(N2CCOCC2)cc1
  1.1, 0.8, -4, 1, -10, -7, -2, 20, 1.4, 1.2
> N/C(Cc1cccs1)=N\OC(=O)COc1ccc(Cl)cc1Cl
  0.7, 1, 1, 1.1, -1, 29, -6, 4, 1, 0.9
> O=C(NCCC1=CCCCC1)c1ccc2c(c1)N(Cc1ccccc1)C(=O)CS2
  0.6, 1, 33, 1.1, 7, 44, -8, 4, 1, 1
> CC(Sc1n[nH]c(N)n1)C(=O)C12CC3CC(CC(C3)C1)C2 (stereo unspecified)
  1.2, 0.9, -4, 1, -14, -19, -3, 12, 1, 0.9
> O=[N+]([O-])c1ccc(NC(=S)N2CCN(c3ccc(F)cc3)CC2)cc1
  0.9, 0.9, -3, 1, -5, 6, 4, 11, 1, 1
> O=C(O)CCC(=O)OC1CC2CCC1C2 (stereo unspecified)
  1.1, 0.9, 1, 1, -2, -10, -2, 15, 0.9, 0.9
> O=S(=O)(c1ccc(Oc2ncnc3scc(-c4ccccc4)c23)cc1)N1CCOCC1
  1, 0.9, -9, 1.1, -6, 4, -6, 14, 0.9, 1
> Nc1nc(Br)c2ccccc2c1-c1ccccc1
  1.1, 0.9, -2, 1.1, -19, -10, -7, 14, 0.9, 1.1
> COc1ccc(CC(=O)N2N=C(C)CC2(O)c2cccnc2)cc1OC (stereo unspecified)
  0.9, 0.9, -2, 0.9, -9, 14, 7, 6, 0.9, 0.8
> Cc1ccnc(N2CCC(C(=O)NNC(=O)COc3cccc4ccccc34)CC2)n1
  1, 1, -9, 1, -34, 5, 4, -1, 1, 0.9
> Nc1cc(=O)[nH]c(SCC(=O)N2CCCCC2)n1
  1, 1, 5, 1, -6, -1, -4, 3, 1, 1
> COc1ccc(CCNC(=O)c2ccc(SC)cc2OC)cc1
  0.9, 0.7, 14, 0.9, -5, 10, 6, 32, 1, 1
> CC1CN(C(=O)c2ccc(C(=O)c3ccccc3)cc2)CC(C)O1 (stereo unspecified)
  1, 1, -5, 1.1, -14, 0, -7, 4, 1.1, 1.1
> CCOCCn1c(=NC(=O)c2cc(Cl)sc2Cl)sc2cc(S(N)(=O)=O)ccc21
  0.9, 1, 2, 1, -7, 10, -3, -3, 1, 0.9
> COc1ccc2cc(/C=N/NC(=O)c3ccc(CN(c4cccc(Cl)c4Cl)S(C)(=O)=O)cc3)c(Cl)nc2c1
  1, 1, 80*, 1, -6, -4, -2, 0, 1, 1.1
> CCCCCCC1CC(CSc2ncn[nH]2)OC1=O (stereo unspecified)
  1.7, 1, -10, 0.7, 11, -68, 26, -4, 1.1, 1.1
> CCCCC1CCC(C(=O)OCC(=O)Nc2ccc(S(N)(=O)=O)cc2)CC1 (stereo unspecified)
  1, 0.8, 52*, 1, 7, 2, -2, 19, 0.9, 0.9
> O=C(CO)N/N=C/c1ccc(Cl)cc1
  1, 1.1, -5, 1, -8, 4, -4, -8, 1.1, 1
> COC(=O)C1C(=O)C2=C(CC1C)NC(C)=C(C(=O)OC1CCCC1)C2c1ccc(N(C)C)cc1 (stereo unspecified)
  0.9, 0.9, 59*, 1, -3, 5, -2, 6, 1.1, 1.1
> COC(=O)Cc1c(O)ccn(CCc2c[nH]c3ccc(OC)cc23)c1=O
  1.1, 0.8, -3, 1, -1, -7, -3, 15, 1, 1
> Cc1ccc(-n2c(O)c(C=NC3CCS(=O)(=O)C3)c3ccccc3c2=O)cc1C (stereo unspecified)
  1, 0.8, 5, 1, -8, 1, -4, 25, 0.9, 0.8
> CCOc1ccc(S(=O)(=O)N/N=C(\C)c2ccc(OC)cc2OC)cc1
  1.1, 0.9, 5, 1, -2, -11, 0, 8, 1.1, 1.3
> Cc1ccccc1Cn1c(=O)n(CC2CCC(C(=O)NCCc3ccccc3)CC2)c(=O)c2ccccc21 (stereo unspecified)
  0.9, 1.1, 11, 1, -18, 6, -3, -11, 1, 0.9
> Cn1c2c(c(=O)n(C)c1=O)C1(C(=O)Nc3ccccc31)C(C#N)=C(N)O2 (stereo unspecified)
  1, 0.9, 42, 1, 5, 0, 1, 11, 0.5, 1.1
> CC(N=C1NS(=O)(=O)c2ccccc21)c1ccccc1 (stereo unspecified)
  1, 1.2, 2, 1.1, -4, -2, -11, -20, 1.1, 1.2
> O=C(COc1ccc(S(=O)(=O)N2CCOCC2)cc1)N1CCCCCC1
  1, 0.9, -3, 1, -5, 0, -2, 5, 1, 1
> CCC1CCC(C(=O)NC(C(=O)NCCCN2CCCCC2C)C(C)C)CC1 (stereo unspecified)
  1.8, 0.9, 1, 1, -14, -81, -4, 8, 1, 1.1
> COC(=O)c1cc(Cc2ccc(N)c(C(=O)OC)c2)ccc1N
  0.9, 0.8, 3, 1.1, 0, 8, -7, 22, 0.9, 1
> CCC(=O)N1N=C(c2ccc(NS(C)(=O)=O)cc2)CC1c1ccc(C)cc1 (stereo unspecified)
  0.9, 0.8, 1, 1.1, -2, 6, -7, 16, 1, 0.9
> CCOC(=O)C1=C(c2ccccc2)Nc2ncnn2C1c1ccc(OC)c(OC)c1OC (stereo unspecified)
  1.1, 0.9, 86*, 1, -3, -10, -2, 6, 1, 1

Quoted at random: four records from the list.
Second line of a record – bIAP act, Diaph act CS, L major viab, TNAP act hi DEA, TNAP inh noacc, bIAP inh, TNAP inh hiacc, Diaphorase inh, PMI act satM6P, PMI activator
> Cc1ccccc1Cn1c(=O)n(CC2CCC(C(=O)NCCc3ccccc3)CC2)c(=O)c2ccccc21 (stereo unspecified)
  0.9, 1.1, 11, 1, -18, 6, -3, -11, 1, 0.9
> COC(=O)c1cc(Cc2ccc(N)c(C(=O)OC)c2)ccc1N
  0.9, 0.8, 3, 1.1, 0, 8, -7, 22, 0.9, 1
> O=C(COc1ccc(S(=O)(=O)N2CCOCC2)cc1)N1CCCCCC1
  1, 0.9, -3, 1, -5, 0, -2, 5, 1, 1
> Cc1ccc(-n2c(O)c(C=NC3CCS(=O)(=O)C3)c3ccccc3c2=O)cc1C (stereo unspecified)
  1, 0.8, 5, 1, -8, 1, -4, 25, 0.9, 0.8

Bioassay records from PubChem BioAssay.
